CDK5 inh = inhibitors of human CDK5/p35 kinase; AID 488839; Recombinant CDK5/p35, ADP-Glo luminescence, 60 min; Q00535+Q15078; 330,000 tested, 0.01% active; inhibition, % at 10 µM;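 active = highest replicate inhibition of at least 50% and at least 75% of replicates reaching 50%; inconclusive = only one of the two criteria met; inactive = both criteria failed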;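 note: plate controls were DMSO neutral control for no effect and GW8510 at 10 µM for full effect; many of its hits are not listed in these tables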
Target sequence (Q00535 whole entry, looked up): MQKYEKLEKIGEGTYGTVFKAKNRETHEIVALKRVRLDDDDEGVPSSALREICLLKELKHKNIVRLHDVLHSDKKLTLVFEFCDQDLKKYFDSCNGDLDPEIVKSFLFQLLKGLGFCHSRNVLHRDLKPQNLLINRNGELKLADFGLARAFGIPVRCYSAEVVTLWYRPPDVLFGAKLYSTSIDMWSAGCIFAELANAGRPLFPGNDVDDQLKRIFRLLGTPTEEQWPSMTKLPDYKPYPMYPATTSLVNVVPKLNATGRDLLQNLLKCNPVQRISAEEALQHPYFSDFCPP
Target sequence (Q15078 whole entry, looked up): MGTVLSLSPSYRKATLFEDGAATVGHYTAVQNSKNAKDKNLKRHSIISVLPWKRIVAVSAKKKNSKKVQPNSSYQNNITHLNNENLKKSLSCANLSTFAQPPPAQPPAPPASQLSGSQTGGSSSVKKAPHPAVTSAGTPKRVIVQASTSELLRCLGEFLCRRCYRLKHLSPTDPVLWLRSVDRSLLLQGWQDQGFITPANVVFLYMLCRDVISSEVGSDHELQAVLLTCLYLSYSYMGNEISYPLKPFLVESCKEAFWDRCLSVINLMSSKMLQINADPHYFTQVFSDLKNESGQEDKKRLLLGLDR
V-ATPase pHluor = alters yeast V-ATPase proton transport; 350,000 tested, 0.37% active; S. cerevisiae, pHLuorin cytosolic pH fluorescence; response, % at 10 µM; in the data active = response mostly above about 7.3%, no sharp cut-off; inactive = mostly below about 5.4%; note: actives read high; inactives centre near 0; some compounds called inactive have numbers as strong as hits; reference of the scale not given here
CAL PDZ FP-1 = human CAL PDZ-peptide interaction inhibition | purified CAL PDZ, TMR-peptide fluorescence polarization, 1 h | inhibition, % at 20 µM | AID 504414 | 330,000 tested, 0.02% active | Q9HD26;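 active = highest replicate inhibition of at least 40%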;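 note: plate controls were DMSO neutral control wells for no effect and unlabeled competitor peptide control wells for full effect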
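System: tagged CAL PDZ domain. Schedule: 1 h room-temperature incubation prior to read. Signal: fluorescence polarization (mP). Measure: percent inhibition from loss of millipolarization.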
RTF Ca sens act = cardiac RTF calcium sensitization | P19429+P45379 | IANBD-labeled TnC RTF fluorescence at EC20 calcium; 0% EC20 calcium, 100% full calcium | activation, % at 7.2 µM | 340,000 tested, 0.24% active | AID 493008;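 active = activation above the mean over all tested compounds plus 3 SD, cut at about 30% in these data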;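 note: rise in fluorescence read as greater calcium sensitivity of cardiac thin filaments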
MITF TRPM1 HTS = increases MITF-driven TRPM1 promoter luciferase signal. SK-MEL-5 TRPM1-promoter luciferase, 24 h; % of positive control, neutral wells = 0. activation, % at 12.5 µM. 300,000 tested, 0.75% active;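 active = mean activation of at least 80% with every replicate also reaching 80%; inconclusive = mean reaches 80% but some replicate falls short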;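 note: 0% = neutral control wells and 100% = parthenolide positive control wells; values of inactives mirror those of a sister screen read the other way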
dFosB act = enhances mouse delta FosB homodimer DNA binding; purified delta FosB, TAMRA-CDK5 oligo fluorescence polarization; percent of positive-control signal above neutral wells; 340,000 tested, 0.99% active; AID 493131; activation, % at 25 µM; P13346;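 active = mean activation above about 17%, with every replicate also reaching it, limit read from the data, passing the limit was not always enough; inconclusive = only one of the two conditions met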;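 note: fluorescence polarization rise as delta FosB binds a TAMRA Cdk5 AP-1 oligo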
CAL PDZ FP-2 = CAL PDZ (human) peptide binding inhibition; 300,000 tested, 0.92% active; Q9HD26; AID 602252; inhibition, % at 24.9 µM; purified CAL PDZ, TMR-peptide fluorescence polarization, 1 h;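 active = mean inhibition of at least 30% with at least half of replicates also reaching 30%; inconclusive = no clear call, values can overlap the other calls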;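 note: 0% = DMSO neutral control and 100% = excess unlabeled competitor peptide PRC23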
Rtt109 HAT inh = inhibitors of Candida albicans Rtt109/Vps75 histone acetyltransferase; AID 540336; Q5AAJ8; purified Rtt109/Vps75, ThioGlo CoA-SH fluorescence, 4 h; inhibition, % at 34.9 µM; 330,000 tested, 0.16% active;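 active = inhibition of at least 50% in every replicate; inconclusive = best replicate reaches 50% inhibition but some replicates fall short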
Target sequence (Q5AAJ8 whole entry, looked up): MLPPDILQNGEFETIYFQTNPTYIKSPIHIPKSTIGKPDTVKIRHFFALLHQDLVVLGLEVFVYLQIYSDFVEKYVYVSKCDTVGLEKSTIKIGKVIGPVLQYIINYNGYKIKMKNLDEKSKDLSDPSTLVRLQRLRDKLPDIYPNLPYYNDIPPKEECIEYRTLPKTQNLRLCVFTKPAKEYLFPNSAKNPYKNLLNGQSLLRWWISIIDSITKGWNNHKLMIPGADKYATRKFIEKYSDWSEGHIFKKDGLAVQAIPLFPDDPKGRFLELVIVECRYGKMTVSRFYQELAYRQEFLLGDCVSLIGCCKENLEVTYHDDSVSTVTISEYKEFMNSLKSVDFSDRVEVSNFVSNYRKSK
Wnt act = activators of Wnt/beta-catenin signaling. 300,000 tested, 1.2% active. AID 743398. activation, % at 9.35 µM. Wnt/beta-catenin reporter cell assay, activator, plate reader; in the data active = activation above about 30%, passing the limit was not always enough; inconclusive = no clear call, values can overlap the other calls;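 note: 0% = neutral control wells and 100% = positive control wells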
Tat export inh = blocks Tat-dependent protein export in E. coli; inhibition, % at 10 µM; E. coli MC4100 TorA-mCherry Tat export, fluorescence; 340,000 tested, 0.036% active; AID 488895;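 active = mean replicate inhibition at least 50% and at least half of replicates individually reaching 50%; inconclusive = only one of the two criteria met; inactive = neither criterion met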;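 note: exported cargo escapes ClpAP degradation while cytoplasmic cargo is degraded and loses fluorescence; 0% = median of neutral control wells and 100% = median of NaSCN control wells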
The depositor's hits bear a star; ? = inconclusive; . = not tested or not shown. Hits appear at their usual frequency. About 4.1% of those tested had a hit in this group.

SMILES | CDK5 inh | V-ATPase pHluor | CAL PDZ FP-1 | RTF Ca sens act | MITF TRPM1 HTS | dFosB act | CAL PDZ FP-2 | Rtt109 HAT inh | Wnt act | Tat export inh
CCCCC(=O)Nc1ccc(C(=O)NNC(=S)NC(=O)c2cccs2)cc1 | 0.1 | -3.2 | -0.5 | 5.3 | -8.3 | -3.8 | -0.9 | 8.8 | . | -24.3
CCN(CC)C(=O)[C@H]1C[C@H](CC(=O)NCc2ccc(OC)c(OC)c2)C(=O)N2CCc3c([nH]c4cc(-c5ccco5)ccc34)[C@]12C | -0.2 | 0.5 | 0.6 | 0.7 | -12.2 | -17.4 | 2.7 | -31.5 | -2.6 | 2.1
O=C(O)CC(c1ccc(Cl)cc1)n1cccc1 (stereo not given) | -0.6 | 1.7 | -1.8 | -3.3 | 1.0 | 1.1 | -3.7 | ? | . | -2.2
CCCCOC(=O)Nc1cc(C(=O)OC)ccc1C(=O)OC | 1.6 | -6.4 | -1.8 | -9.3 | 18.2 | -14.0 | 0.6 | -11.1 | . | 6.2
COc1ccc(-n2nc3c(c2NC(=O)COc2ccccc2)CS(=O)(=O)C3)cc1 | 1.3 | -1.8 | -2.1 | -2.2 | -1.5 | -3.4 | -7.9 | -4.0 | -0.1 | 0.7
COc1cccc(NC(=O)COC(=O)c2ccccc2SCC(=O)N2CCCC2)c1 | -0.3 | 0.1 | -2.7 | -2.7 | 11.9 | -9.2 | -1.2 | 11.8 | 4.1 | -1.4
O=C(COC(=O)CNC(=O)c1ccco1)NCCN1C(=O)CSC1=O | 5.4 | 1.3 | -1.7 | -1.9 | 6.2 | 1.1 | . | -4.3 | . | 5.2
COc1cc(NC(=S)NCc2cccnc2)c(OC)cc1Cl | 0.5 | 6.8 | -1.6 | 5.6 | -10.0 | -2.2 | 3.5 | 56.3* | -0.7 | -4.7
COC(=O)C1=CN(Cc2cccs2)C=C(C(=O)OC)C1c1cccc(O)c1 | -3.5 | 1.1 | . | 4.0 | -0.3 | -7.1 | 2.5 | -3.9 | -2.4 | -3.2
COc1ccc(C2C(C(C)=O)=C(O)C(=O)N2c2nccs2)cc1OC (stereo not given) | . | 2.2 | -0.1 | -0.5 | -0.6 | -1.9 | 1.6 | 2.5 | . | -14.8
Cc1c(F)cccc1NC(=O)CSCC(=O)Nc1ccccc1 | -0.6 | 1.6 | . | -2.5 | 7.4 | -6.2 | 0.8 | -15.2 | . | -0.3
CC1CCCC(NC(=O)c2ccc(CNc3c(N4CCCC4)c(=O)c3=O)cc2)C1C (stereo not given) | 1.4 | 2.5 | -0.1 | -1.0 | 23.3 | -4.0 | . | 14.8 | -3.6 | 4.5
C[C@H]1CN([C@@H](C)CO)C(=O)c2cccc(NC(=O)C3CC3)c2O[C@H]1CN(C)Cc1ccncc1 | 1.1 | -1.8 | -1.1 | -3.9 | 9.4 | 2.3 | -0.3 | -2.4 | -0.8 | 0.6
Cc1ccc(OCc2nnc(SC3CCc4ccccc4C3=O)n2C)cc1 (stereo not given) | -0.2 | 1.4 | -1.3 | 4.5 | -5.2 | -6.8 | 15.3 | 0.0 | 4.4 | 1.3
Cc1ccc(-n2c(C)cc(-c3csc(N)n3)c2C)cc1 | 0.0 | 5.1 | 0.3 | -3.2 | -52.9 | 11.2 | -0.9 | 8.5 | -18.5 | -10.8
Nc1ccc2c(c1Cl)C(=O)c1ccc(N)c(Cl)c1C2=O | 1.2 | -1.5 | 0.4 | -17.3 | 12.5 | -10.6 | -0.7 | -1.1 | 23.9 | -6.1
Cc1ccc(S(=O)(=O)N[C@@H](C)C(=O)N2CCC(C(=O)N[C@@H](Cc3ccccc3)C(=O)O)CC2)cc1 | -0.1 | -3.8 | -2.2 | -6.0 | -4.0 | -0.5 | 0.9 | -3.7 | -0.4 | -7.2
CCCn1c(COc2ccccc2OC)nc2ccccc21 | -0.2 | -3.2 | -0.8 | 1.3 | 0.6 | -6.7 | -4.4 | -0.8 | 0.8 | 6.6
COc1cccc(C(=O)Oc2ccc3ccc(=O)oc3c2)c1 | -5.1 | 1.5 | -0.2 | -11.5 | 0.4 | -6.4 | -8.2 | -2.7 | 1.8 | 18.6
Cc1ccc(NC(=O)CCc2nc3ccccc3s2)c(O)c1 | -1.1 | -0.2 | -1.3 | 3.1 | -18.5 | -11.7 | 6.0 | . | 0.3 | 4.5
CCN(CC)C(=O)c1cc(-c2ccc(Br)cc2)on1 | 1.4 | -6.3 | -2.2 | -3.6 | ? | 3.5 | 0.5 | 10.3 | . | 0.1
Cc1ccc(C(=O)N/N=C/c2cn(Cc3ccccc3)c3ccccc23)cn1 | -0.1 | 2.5 | 0.8 | 7.8 | -4.0 | -15.9 | -3.1 | -2.5 | 4.6 | 1.3
COc1ccccc1N(C)S(=O)(=O)c1ccc(C(=O)Nc2ccc3nc(C)sc3c2)cc1 | 0.2 | -0.3 | -3.8 | 3.8 | -18.9 | -13.5 | -7.2 | -1.6 | . | 3.7
O=C(COc1ccccc1Br)NC1CCCC1 | -0.7 | 6.5 | 0.4 | -2.5 | -5.5 | 6.6 | 4.8 | 5.3 | . | -4.1
Cc1ccccc1NC(=O)C1CC(=O)N(Cc2ccccc2)C1 (stereo not given) | 0.6 | 3.6 | -0.4 | -2.4 | -9.4 | -0.3 | . | -10.7 | -0.7 | -1.5
(listing goes on)
SMILES | CDK5 inh | V-ATPase pHluor | CAL PDZ FP-1 | RTF Ca sens act | MITF TRPM1 HTS | dFosB act | CAL PDZ FP-2 | Rtt109 HAT inh | Wnt act | Tat export inh
O=C(NCCS(=O)(=O)N1CCN(c2cccc(Cl)c2)CC1)c1cc(=O)c2ccccc2o1 | -1.1 | -2.3 | -0.5 | -3.8 | 7.4 | -6.2 | -1.6 | 3.6 | -4.7 | -5.8
CCCOc1ccc(C2C(C(=O)OC)=C(C)N=C3SCCC(=O)N32)cc1OCC (stereo not given) | 0.7 | -4.3 | -0.9 | -7.8 | -13.2 | -2.9 | -1.1 | 2.0 | -4.1 | 7.4
Cc1ccccc1/C=N\NC(=O)c1csnn1 | -1.6 | -3.5 | -0.9 | -4.5 | . | -4.3 | . | -8.1 | -2.5 | -2.4
O=C(c1ccc(CS(=O)c2ccccc2Cl)o1)N1CCOCC1 (stereo not given) | -0.3 | 3.9 | -2.8 | -1.6 | 6.7 | 1.1 | 0.0 | -5.0 | -2.2 | 0.7
Cc1ccc(-c2csc(NC(=O)c3ccc(S(=O)(=O)N4CCc5ccccc54)cc3)n2)cc1 | 1.0 | -1.1 | -0.9 | 1.4 | . | ? | . | -4.4 | -7.8 | -5.6
CCCSc1nc2cc(C)c(C)cc2n1CC(O)CO (stereo not given) | -0.4 | 3.5 | -2.1 | -4.3 | 6.5 | -0.4 | -2.3 | 5.0 | 5.3 | -1.4
Cc1cc2cc(CN(Cc3ccc4c(c3)OCO4)C(=O)c3ccco3)c(=O)[nH]c2cc1C | 0.3 | 3.9 | -1.6 | 2.1 | -0.6 | -3.5 | -2.9 | 5.9 | 0.9 | -2.2
COc1ccc(S(=O)(=O)NC(C)C(=O)NCc2cccnc2)cc1Cl (stereo not given) | 0.2 | -0.7 | -2.9 | -2.0 | -5.4 | -2.9 | -4.1 | -2.2 | -3.0 | -3.4
CC(=O)Nc1ccccc1C(=O)C(=O)NCCc1ccccc1 | 0.7 | -3.5 | -2.5 | -5.3 | 10.6 | 0.5 | -5.0 | -17.8 | 1.6 | -6.8
C[N+]1(CCCCCCC(=O)/C=N/O)CCCCCC1 | -1.3 | 1.2 | -0.8 | 9.0 | . | 4.9 | . | 1.0 | 6.7 | 8.8
O=C(Cc1cnn(-c2ccccc2)c1)c1ccc(O)c(O)c1O | 1.1 | 1.3 | -1.1 | 2.5 | . | -10.9 | -3.3 | ? | . | 12.2
Cc1ccc(Sc2nc(-c3ccccc3)ccc2C#N)cc1 | -1.3 | -3.2 | -2.8 | 1.6 | . | 4.1 | -1.2 | . | . | -1.6
COC(=O)c1sccc1S(=O)(=O)Nc1ccc(Cl)cc1 | -0.2 | 2.1 | -0.3 | 4.3 | -7.7 | -13.5 | 1.5 | 1.7 | 1.6 | 1.5
Cc1ccc(C)c(N(CC(=O)NN=C2CCN(C)CC2)S(=O)(=O)c2ccccc2)c1 | -2.2 | 6.2 | -2.5 | 1.7 | 8.3 | -6.8 | -3.4 | -2.3 | . | -4.6
CN(C)c1ccc(CN(CC2CCCO2)C(=O)c2cccs2)cc1 (stereo not given) | -3.2 | 3.4 | -2.5 | 0.5 | 6.7 | -11.5 | -3.8 | -2.4 | -1.3 | -4.0
N#Cc1cc(-c2ccccc2)oc1NC(=O)c1ccco1 | 0.1 | 3.0 | -1.8 | 1.3 | . | -6.6 | -3.2 | 3.7 | . | -8.6
Cc1c(C(=O)Nc2ccccc2)sc2nc(-c3ccccc3)cn12 | -0.3 | -0.1 | -6.5 | -1.6 | 26.5 | -13.4 | -1.6 | 12.4 | 58.3* | 5.6
Cc1ccc2c(c1)OC(c1ccc3c(c1)OCCO3)CC2=O (stereo not given) | -0.9 | -5.3 | -2.4 | -6.1 | 50.2 | -8.0 | -3.2 | 5.8 | 21.9 | 7.5
C[C@H](CO)N1C[C@H](C)[C@@H](CN(C)Cc2ccccc2)Oc2c(NS(=O)(=O)c3cn(C)cn3)cccc2C1=O | -1.0 | 4.1 | -0.8 | 1.7 | -7.8 | -1.7 | 2.4 | 9.7 | 0.5 | 0.2
Cc1c(Cl)cccc1NC(=S)NCc1ccccc1Cl | 0.8 | -0.9 | 0.2 | -2.2 | -5.4 | -4.3 | -5.5 | 4.8 | -9.4 | 19.8
Cc1cc(NC(=O)CCC(=O)N(c2ccccc2F)C(C(=O)NC2CCCC2)c2ccccc2)no1 (stereo not given) | 0.4 | -3.8 | -2.5 | -1.4 | -1.0 | -10.8 | -2.6 | 2.8 | 22.3 | 6.4
C=CCOc1ccc(/C=C/C(=O)OCC(=O)NNC(=O)c2ccccc2F)cc1 | -6.1 | 10.3 | -1.1 | 2.1 | -8.4 | 9.2 | -2.4 | -2.0 | -0.7 | 6.7
COc1cc(C(CCN2CCCC2)c2c(OC)cc(OC)c3ccc(=O)oc23)cc(OC)c1OC (stereo not given) | 1.0 | -0.7 | 0.6 | -4.5 | 4.6 | -7.0 | -1.7 | -0.1 | 1.0 | 3.6
COc1ccc(C(=O)OCCc2cc3ccccc3c(=O)o2)cc1 | -0.5 | 2.3 | -1.7 | -2.2 | 59.8 | -11.1 | -2.4 | -7.2 | -2.0 | -22.3
CCOC(=O)C1=C(O)/C(=C\c2ccc(O)c(OCC)c2)N=C1C | 1.6 | -2.0 | -0.2 | -1.9 | 1.1 | -8.8 | 62.7* | 4.4 | -1.8 | -8.4
Cc1cc(NC(=O)c2ccccc2)n(-c2ccccc2)n1 | -0.5 | -2.6 | 0.6 | -5.0 | -17.5 | 1.1 | -5.9 | . | -1.2 | -14.7
